# Bioassay records from PubChem BioAssay.
# V-ATPase pH – alters yeast V-ATPase proton transport | 350,000 compounds, 0.37% hits | response, % at 10 µM | S. cerevisiae, pHLuorin cytosolic pH fluorescence; in the data active means response mostly above about 7.3%, no sharp cut-off; inactive means mostly below about 5.4%; further: actives read high; inactives centre near 0; some compounds called inactive have numbers as strong as hits; reference of the scale not given here
# PKA-R1A activ – PKA-R1A complex activation; AID 504707; activation, % at 11.4 µM; 340,000 compounds, 0.083% hits; P00514+P68181; PKA-R1A dissociation, Cy5-IP20 fluorescence polarization; scaled: DMSO 0%, 113 µM cGMP 100%;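 active means percent activation above the mean of all tested compounds plus 3 SD, cut at about 19% in these data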;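 further: higher means more PKAc released from R1A so a rise in polarization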
# HTR5A inv ctr – inverse agonist of human HTR5A in OPRM1-OPRD1 counter-screen; AID 504634; 340,000 compounds, 0.083% hits; HTR5A cell line, luminescence, inverse agonism; inhibition, % at 9.3 µM; in the data active means inhibition mostly above about 23%, no sharp cut-off; inactive means mostly below about 18%;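 further: 0% = cells with DMSO and 100% = no-cell wells with DMSO; some compounds called inactive have numbers as strong as hits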
# Target sequence (P47898 whole entry, looked up): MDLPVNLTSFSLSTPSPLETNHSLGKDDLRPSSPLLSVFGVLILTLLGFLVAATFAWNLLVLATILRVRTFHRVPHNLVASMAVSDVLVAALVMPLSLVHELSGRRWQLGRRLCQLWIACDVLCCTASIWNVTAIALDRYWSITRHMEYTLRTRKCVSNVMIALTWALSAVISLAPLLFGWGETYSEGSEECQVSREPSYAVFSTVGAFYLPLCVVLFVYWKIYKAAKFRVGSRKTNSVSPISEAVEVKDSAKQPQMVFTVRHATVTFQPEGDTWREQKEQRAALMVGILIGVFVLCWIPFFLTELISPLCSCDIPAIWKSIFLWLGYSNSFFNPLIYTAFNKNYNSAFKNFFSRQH
# DSG3 Ab inh – inhibitors of pemphigus antibody binding to human desmoglein-3; DSG3-coupled beads, scFv-anti-DSG3-GFP binding, flow cytometry; stronger effect = lower value; binding (percent of control), % at 10 µM; 310,000 compounds, 0.48% hits; AID 588358;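 active means binding more than 3 SD below its plate's average and above zero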; further: some compounds called inactive have numbers as strong as hits
# OPRM1-OPRD1 ag – agonists of human mu-delta opioid receptor heterodimerization; P35372+P41143; cells, OPRM1-OPRD1 heterodimerization, luminescence; activation, % at 9.3 µM; 340,000 compounds, 0.3% hits; AID 504326; in the data active means activation above about 18%;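 further: 0% = vehicle-treated cells and 100% = reference agonist; values of inactives mirror those of a sister screen read the other way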
# Arr AP2 block – inhibitors of human beta-arrestin and AP2 interaction | FITC-arrestin peptide / GST-AP2 beads, flow cytometry; AP2 beta2 appendage carries R879A mutation | inhibition, % at 10 µM | 340,000 compounds, 0.31% hits | AID 504490;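 active means inhibition above a set limit, near 3 SD of compounds lacking own fluorescence, cut at about 54% in these data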;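 further: plate controls were DMSO wells for no effect and 5 µM unlabelled arrestin peptide for full effect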
#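 System: GST-AP2 R879A bound to glutathione beads, E. coli-expressed. Also added: 50 nM FITC-arrestin peptide. Schedule: compound with beads 12 min RT, then probe 1 h RT. Signal: bead flow cytometry, FITC channel. Read-out basis: percent response.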
# PKA-R2B activ – PKA-R2B complex activation; P22694+P31323; PKA-R2B holoenzyme dissociation, Cy5-IP20 fluorescence polarization; R2B truncated from residue 108, S112A mutant; 0% DMSO only, 100% 113 µM cGMP; activation, % at 11.4 µM; 340,000 compounds, 0.079% hits;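 active means activation above a cutoff set at the mean over all compounds plus 3 SD, cut at about 18% in these data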;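 further: higher means more holoenzyme dissociation and a rise in polarization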
# HTR5A ag – HTR5A agonism, opioid heterodimer counter-screen; 340,000 compounds, 0.61% hits; AID 504692; HTR5A agonist assay, luminescence, cell-based; P47898; activation, % at 9.3 µM; in the data active means activation mostly above about 9.5%, no sharp cut-off; inactive means mostly below about 7.6%;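 further: 0% = cells with vehicle only and 100% = reference agonist; strong numbers were not always called active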
# MOR-DOR inv ag – inverse agonists of human mu-delta opioid receptor heterodimerization. cell-based MOR-DOR heterodimer luminescence, inverse agonism. inhibition, % at 9.3 µM. 340,000 compounds, 0.21% hits. AID 504357; in the data active means inhibition above about 22%, passing the limit was not always enough;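 further: 0% = cells with DMSO and 100% = wells without cells with DMSO; values of inactives mirror those of a sister screen read the other way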
# DAGLB inh – diacylglycerol lipase beta (human) inhibition; inhibition, % at 5.17 µM; HEK293T DAGLB membrane lysate, EnzChek fluorogenic substrate; 340,000 compounds, 0.059% hits; Q8NCG7; in the data active means inhibition above about 34%;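 further: 0% = enzyme with vehicle and 100% = wells lacking enzyme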
# Target sequence (Q8NCG7 whole entry, looked up): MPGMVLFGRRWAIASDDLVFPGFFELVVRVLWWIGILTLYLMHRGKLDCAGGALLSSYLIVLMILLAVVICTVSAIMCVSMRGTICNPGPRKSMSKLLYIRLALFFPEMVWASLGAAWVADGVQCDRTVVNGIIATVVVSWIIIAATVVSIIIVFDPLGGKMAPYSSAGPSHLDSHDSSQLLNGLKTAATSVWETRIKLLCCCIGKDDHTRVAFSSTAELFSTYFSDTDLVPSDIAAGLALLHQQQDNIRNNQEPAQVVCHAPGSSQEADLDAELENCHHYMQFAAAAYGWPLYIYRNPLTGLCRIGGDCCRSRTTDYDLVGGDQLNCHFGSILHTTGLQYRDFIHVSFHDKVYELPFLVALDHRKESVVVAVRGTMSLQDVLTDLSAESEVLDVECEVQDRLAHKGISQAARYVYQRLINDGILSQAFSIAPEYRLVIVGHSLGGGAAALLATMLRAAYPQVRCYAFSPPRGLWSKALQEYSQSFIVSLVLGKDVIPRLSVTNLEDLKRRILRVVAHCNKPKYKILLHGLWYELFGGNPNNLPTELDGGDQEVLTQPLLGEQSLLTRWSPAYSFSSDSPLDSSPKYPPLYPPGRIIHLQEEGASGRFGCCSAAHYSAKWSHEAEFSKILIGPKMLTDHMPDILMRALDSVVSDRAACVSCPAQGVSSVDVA
# * marks the source's active call; other numbers are inactive results; nt = not tested or not shown. Compounds as they come; 2.4% or so of the library scored in one or more.
SMILES,V-ATPase pH,PKA-R1A activ,HTR5A inv ctr,DSG3 Ab inh,OPRM1-OPRD1 ag,Arr AP2 block,PKA-R2B activ,HTR5A ag,MOR-DOR inv ag,DAGLB inh
CCCCCCn1c(=O)n2n(c1=O)[C@@H]1CN(S(=O)(=O)c3ccc(C)cc3)C[C@]1(O)[C@@H](OC(=O)Nc1cccs1)C2,-1,-12,nt,107,nt,nt,-4,nt,nt,-4
COc1ccc(-c2cc(C(=O)N3CCN(c4ccccc4)CC3)c3ccccc3n2)cc1,-4,2,12,104,1.0,9,-2,-4,-5,-2
Oc1ccccc1/C=N/NC(=S)NC1CC2CC1C1C=CCC21 (configuration not stated),-2,-10,0,nt,12,-2,-5,5,-61,-1
CCN1CCN(C(=O)c2sc3ncnc(N4CCc5ccccc5C4)c3c2C)CC1,0,-5,-3,105,0.4,0,-13,1,-3,0
COC(=O)c1ccc(CSc2nc3c(cnn3-c3ccc(C)c(C)c3)c(=O)[nH]2)o1,-1,-11,-21,95,-1.1,3,-9,0,7,-4
N/C(Cc1ccc([N+](=O)[O-])cc1)=N\OC(=O)C(c1ccccc1)c1ccccc1,-1,3,5,101,7.1,-1,4,3,-41,-9
CC(C)Sc1nc2ccccc2[nH]1,-2,-10,11,99,1.1,-2,-2,-4,-6,-2
COCC(C)n1c(SCC(=O)Nc2oc(C)c3c(C)n[nH]c(=O)c23)nc2ccccc2c1=O (configuration not stated),2,3,-27,nt,-3.7,14,-1,5,20,0
CCOC(=O)c1cc(C(O)(C(F)(F)F)C(F)(F)F)c(/N=C/N(C)C)o1,1,11,3,102,5.5,0,3,2,-33,-3
Cc1ccc(S(=O)(=O)Oc2ccccc2-c2ccccc2)cc1,7,-7,-24,103,0.2,-9,-5,6,-1,-7
CCN(CC)c1ccc(/C=N/OCC(=O)Nc2cccc(C)c2)cc1,-2,4,-61,161,3.4,-9,-5,2,-18,-23
CCOC(=O)C1=C(C)N(Cc2ccccc2)C(=O)NC1c1ccccc1OS(=O)(=O)c1ccccc1[N+](=O)[O-] (configuration not stated),-5,0,6,101,65*,13,-3,-2,-380,2
Cc1ccc(NC(=O)c2cccnc2C(=O)O)nc1,1,-17,3,87,-1.9,5,2,-1,10,-2
CC(C)C1N=C2c3ccccc3N=C(SCC(=O)NCCc3ccc(S(N)(=O)=O)cc3)N2C1=O (configuration not stated),-1,2,7,103,-2.0,12,-7,-3,11,-1
CC(C)OCCCNC(=O)Cc1ccc(Br)cc1,-1,-5,1,126,-0.2,-7,-1,-2,1,1
CC(C)COC(=O)N1C[C@H](O)C[C@H]1C(=O)Nc1ccc(Cl)cc1,-3,-4,2,105,-0.7,7,-1,-1,3,-1
Cc1ccc(S(=O)(=O)N(C)CC(=O)N2CCCCCCC2)cc1,-5,-2,14,nt,-2.7,-11,-9,-6,14,-1
Cn1c2ccccc2c2nnc(SCC(N)=O)nc21,-3,1,1,100,-2.5,9,-5,0,11,-8
C[C@H](NS(=O)(=O)c1ccc(Cl)c(Cl)c1)C(=O)OCc1cc(=O)n2cc(Br)ccc2n1,-3,-5,-10,117,1.7,-4,2,-2,-9,-4
CCCCCCn1c(=O)n2n(c1=O)C[C@]1(OC(=O)NC3CC3)CN(S(=O)(=O)c3ccc(C)cc3)C[C@]1(O)C2,1,-1,nt,110,nt,nt,-10,nt,nt,-3

# Three structures already listed, arranged by number of heavy atoms, highest first.
SMILES,V-ATPase pH,PKA-R1A activ,HTR5A inv ctr,DSG3 Ab inh,OPRM1-OPRD1 ag,Arr AP2 block,PKA-R2B activ,HTR5A ag,MOR-DOR inv ag,DAGLB inh
CCOC(=O)C1=C(C)N(Cc2ccccc2)C(=O)NC1c1ccccc1OS(=O)(=O)c1ccccc1[N+](=O)[O-] (configuration not stated),-5,0,6,101,65*,13,-3,-2,-380,2
Cc1ccc(S(=O)(=O)N(C)CC(=O)N2CCCCCCC2)cc1,-5,-2,14,nt,-2.7,-11,-9,-6,14,-1
Cc1ccc(NC(=O)c2cccnc2C(=O)O)nc1,1,-17,3,87,-1.9,5,2,-1,10,-2

# Remaining list, next part:
SMILES,V-ATPase pH,PKA-R1A activ,HTR5A inv ctr,DSG3 Ab inh,OPRM1-OPRD1 ag,Arr AP2 block,PKA-R2B activ,HTR5A ag,MOR-DOR inv ag,DAGLB inh
O=c1[nH]c(C2CCCN(S(=O)(=O)c3ccccc3)C2)nc2c1nnn2Cc1ccc2c(c1)OCCO2 (configuration not stated),5,-10,2,102,0.1,23,2,0,0,6
O=C(CSc1nnnn1C1CCCC1)Nc1ccc2c(c1)OCCO2,-4,3,4,97,-0.4,1,10,-2,2,2
O=C(O)C1CSC(c2ccc(O)c([N+](=O)[O-])c2)N1 (configuration not stated),0,-2,17,81,-3.6,7,-5,-7,16,1
Cc1cccc(NC(=O)Cn2nnc(C(=O)Nc3ccc(F)c(Cl)c3)c2N)c1,-3,-7,-20,94,6.0,24,-13,8,-32,4
CCc1cccc(NC(=S)N2CCC(c3ccccc3)C2)c1 (configuration not stated),-1,-9,-33,94,0.6,0,-15,8,-3,-9
O=C(NCCc1ccccc1)C1CCN(C2CCN(Cc3ccc(CO)o3)CC2)CC1,-2,-8,5,79,-2.0,-5,7,-2,10,0
Cc1c(/C=N/NC(=O)C2(O)c3ccccc3-c3ccccc32)cnn1C,-2,18,-15,108,-0.5,1,-6,-2,3,0
COc1cccc(C(=O)NCCS(=O)(=O)N2CCN(C(=O)c3ccco3)CC2)c1,0,-9,-8,106,2.4,4,0,3,-13,-4
Cc1ccc(NC(=O)CSCC#N)cc1Cl,-1,-6,3,125,0.2,15,-1,4,-1,-3
COc1ccc(C(=O)Nc2ccc(NC(=O)C(C)C)nc2)cc1,2,-9,-4,107,-2.4,-4,-12,1,12,-1
C[C@@H](C(=O)CC(=O)OC(C)(C)C)[C@@H](O)c1c(F)cccc1Cl,-7,-10,-10,97,-0.2,20,-1,4,1,1
O=C1Nc2cc(C(=O)N3CCOCC3)ccc2S/C1=C/c1ccccc1F,nt,5,nt,101,nt,nt,2,nt,nt,4
COc1cccc(C(=O)Nc2cccnc2)c1OC,1,0,5,116,1.4,-22,-6,-2,-7,-2
O=C1C2C3C=CC(C3)C2C(=O)N1/N=C/c1cc(Br)cc([N+](=O)[O-])c1O (configuration not stated),-6,2,20,109,-0.4,3,0,-5,2,23
O=c1cc[nH]c2cccc(Cc3ccccc3)c12,0,0,6,90,-1.9,-11,7,2,10,-4
CC(=O)c1ccc(N=C2SCCCN2C(=O)C2CCCCC2)cc1,1,3,-14,106,1.0,0,4,4,-5,-3
CCOc1ccc(-c2nn(-c3ccccc3)cc2/C=C(\C#N)S(=O)(=O)c2ccccc2)cc1C,-55,-7,3,nt,1.1,2,-7,-1,-5,-2
CCOc1ccc(CCNC(=O)CSCC(=O)Nc2cccc(C)c2)cc1OCC,-1,2,-10,103,-2.0,22,-10,4,13,0
O=C(CSc1nc2ccccc2c(=O)n1NC(=O)Cc1ccccc1)NCCc1ccccc1,-2,-5,9,100,-0.7,4,-2,-4,3,0
CC(C)c1ccc(S(=O)(=O)N2CCC(C(=O)N3CCC3)CC2)cc1,4,7,27,96,0.4,20,-3,1,-3,1
CN(c1ccccc1)S(=O)(=O)c1ccc(Cl)c(C(=O)Nc2ccncc2)c1,-2,0,-12,99,2.4,7,-8,4,-10,1
O=S1(=O)CCOCCCN1Cc1ccc(Cl)cc1,-5,-6,6,103,-2.4,0,0,-4,14,1
Cc1cc(C(=O)Nc2ccc(C(=O)O)cc2)c(-c2ccccc2)o1,2,-9,-22,nt,-2.5,-2,-14,9,11,3
Cc1ccc(-c2nc(C(=O)NCCCN3CCOCC3)cc3c2[nH]c2ccccc23)cc1,0,3,-2,110,-0.4,5,3,2,2,0
O=C(O)CC12CC3CC(C1)CC(n1ncc(NCc4ccc(F)cc4Cl)c(Cl)c1=O)(C3)C2,5,-3,-6,99,-1.7,-11,0,2,9,3
O=C(O)c1cc(NN=C2c3ccccc3-c3ccccc32)ccc1Cl,0,-17,0,106,0.4,-10,7,0,-2,13
CCOc1ccccc1NC(=O)COC(=O)C1COc2ccccc2O1 (configuration not stated),-3,-17,nt,99,nt,nt,-5,nt,nt,-3
CC(=O)Nc1ccc(S(=O)(=O)NCCC(=O)OCC(=O)c2ccc(F)c(F)c2)cc1,-1,3,-5,119,-3.0,-62,9,1,17,-1
O=S(=O)(c1ccc(OCC(O)CN2CCN(c3ccccc3)CC2)cc1)N1CCOCC1 (configuration not stated),-6,-13,-11,103,-2.3,4,-7,-3,14,1
Cc1ccc(S(=O)(=O)CCN2CCC(O)(c3ccccc3)CC2)cc1,1,11,-3,98,-0.9,-18,-3,1,4,-3
CC1(C)CC(=O)C=C(c2cccc(OC(=O)c3ccc(Br)cc3)c2)C1=O,-3,-4,nt,99,nt,nt,-11,nt,nt,-10
O=C(Nc1ncccn1)c1cc([N+](=O)[O-])cc([N+](=O)[O-])c1,-1,2,-4,100,5.0,-3,-1,3,-34,1
CCOC(=O)C1=C(C)N(CCCC(=O)O)C(=O)NC1c1ccc(OC)cc1 (configuration not stated),0,-4,-9,106,-1.9,3,5,3,11,-2
CS(=O)c1ccccc1COC(=O)Nc1ccccc1 (configuration not stated),2,-18,-2,104,-0.7,5,-2,1,4,0
CCSc1nnc2c(n1)[nH]c1c(C)cccc12,1,-3,13,99,0.6,-46,-8,-5,-3,-2
Cc1ccc(N(C(=O)Cn2nnc(-c3ccccc3)n2)C(C(=O)NC2CCCCC2)c2ccccn2)cc1C (configuration not stated),3,-9,-6,103,0.6,40,-8,2,-3,0

# Entries shown so far that have an NH in an aromatic ring (7):
SMILES,V-ATPase pH,PKA-R1A activ,HTR5A inv ctr,DSG3 Ab inh,OPRM1-OPRD1 ag,Arr AP2 block,PKA-R2B activ,HTR5A ag,MOR-DOR inv ag,DAGLB inh
COC(=O)c1ccc(CSc2nc3c(cnn3-c3ccc(C)c(C)c3)c(=O)[nH]2)o1,-1,-11,-21,95,-1.1,3,-9,0,7,-4
CC(C)Sc1nc2ccccc2[nH]1,-2,-10,11,99,1.1,-2,-2,-4,-6,-2
COCC(C)n1c(SCC(=O)Nc2oc(C)c3c(C)n[nH]c(=O)c23)nc2ccccc2c1=O (configuration not stated),2,3,-27,nt,-3.7,14,-1,5,20,0
O=c1[nH]c(C2CCCN(S(=O)(=O)c3ccccc3)C2)nc2c1nnn2Cc1ccc2c(c1)OCCO2 (configuration not stated),5,-10,2,102,0.1,23,2,0,0,6
O=c1cc[nH]c2cccc(Cc3ccccc3)c12,0,0,6,90,-1.9,-11,7,2,10,-4
Cc1ccc(-c2nc(C(=O)NCCCN3CCOCC3)cc3c2[nH]c2ccccc23)cc1,0,3,-2,110,-0.4,5,3,2,2,0
CCSc1nnc2c(n1)[nH]c1c(C)cccc12,1,-3,13,99,0.6,-46,-8,-5,-3,-2
